Assay outcomes (PubChem)
RORgamma inh – blocks mouse ROR gamma transcriptional activity; P51450; Drosophila S2 Gal4-RORgamma UAS-luciferase reporter, 20 h; Potency, µM (highest dose often 53.6 µM), for the others: at the top dose activity change, negative = inhibition, hits mostly inhibitors; 310,000 compounds, 5.4% hits; AID 2551; further: on the % scale 0 is the no-effect control and ±100 the full control effect; nearly all actives have a fitted effect of over 60% in size
Target sequence (P51450 whole entry, looked up, the tested form may be a part): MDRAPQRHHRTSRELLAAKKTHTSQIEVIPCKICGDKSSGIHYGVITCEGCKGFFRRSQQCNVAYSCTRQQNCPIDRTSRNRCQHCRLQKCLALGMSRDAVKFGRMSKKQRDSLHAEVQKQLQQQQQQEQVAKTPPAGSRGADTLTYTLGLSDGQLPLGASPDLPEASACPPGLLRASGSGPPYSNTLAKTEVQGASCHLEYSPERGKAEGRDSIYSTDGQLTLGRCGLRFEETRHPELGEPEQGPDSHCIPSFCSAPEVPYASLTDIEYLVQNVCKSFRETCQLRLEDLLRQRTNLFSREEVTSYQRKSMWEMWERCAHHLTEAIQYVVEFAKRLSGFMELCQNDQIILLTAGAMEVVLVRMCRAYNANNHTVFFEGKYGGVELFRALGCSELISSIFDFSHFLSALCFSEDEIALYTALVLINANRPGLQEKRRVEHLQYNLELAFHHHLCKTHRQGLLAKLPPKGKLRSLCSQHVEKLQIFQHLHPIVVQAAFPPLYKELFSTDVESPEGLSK
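Drosophila Schneider cells stably carrying a metallothionein-driven Gal4 DBD–ROR gamma fusion and a UAS-Photinus luciferase reporter were exposed to compound for 1 hr, then induced with copper sulfate (700 uM final) for 20 hr at ambient temperature before luminescence reading.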
ELG1 genotox – genotoxicity induction in ELG1-luciferase HEK293T cells. HEK293T ELG1-luciferase reporter, luminescence, 16 h. Potency, µM (series often up to 46 µM), for the others: at the highest dose activity change, positive = activation, hits mostly activators. AID 504466. 330,000 compounds, 1.3% hits; further: % of control where 0% means no effect; nearly all actives have a fitted effect of over 60% in size
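Cells (2,000/well) expressing the ELG1-luciferase fusion are dosed by pin tool and kept 16 hr at 37 °C, 5% CO2. Signal comes from ONE-Glo luciferase reagent after 30 min at room temperature.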
FLuc counter – inhibits or activates purified firefly luciferase, miR-21 counter-screen; AID 588342; Potency, µM (doses to about 57.5 µM), without a hit: at the top dose activity change, negative = inhibition, hits mostly inhibitors; 360,000 compounds, 6.9% hits; P08659; purified FLuc, Km substrates, luminescence inhibition;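 further: plate controls were vehicle for no effect and reference inhibitor for full effect; nearly all actives have a fitted effect of over 55% in size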
Target sequence (P08659 whole entry, looked up): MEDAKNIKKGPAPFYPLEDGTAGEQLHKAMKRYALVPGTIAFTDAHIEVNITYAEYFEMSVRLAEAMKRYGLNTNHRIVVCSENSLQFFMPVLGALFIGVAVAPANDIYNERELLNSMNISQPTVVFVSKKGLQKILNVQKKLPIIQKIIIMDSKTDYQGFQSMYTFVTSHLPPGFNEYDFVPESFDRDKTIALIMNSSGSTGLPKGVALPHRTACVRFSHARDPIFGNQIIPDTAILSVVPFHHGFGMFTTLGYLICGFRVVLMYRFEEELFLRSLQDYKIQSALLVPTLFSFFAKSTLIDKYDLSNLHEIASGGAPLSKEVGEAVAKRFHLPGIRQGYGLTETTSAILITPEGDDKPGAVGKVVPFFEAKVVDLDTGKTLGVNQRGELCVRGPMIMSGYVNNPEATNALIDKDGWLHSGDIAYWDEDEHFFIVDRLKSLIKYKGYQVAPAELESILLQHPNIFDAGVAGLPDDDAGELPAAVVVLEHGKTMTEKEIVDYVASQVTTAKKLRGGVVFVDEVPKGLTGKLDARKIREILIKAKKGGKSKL
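Purified P. pyralis luciferase (10nM final) with 10uM D-luciferin and 10uM ATP (Km levels) in 50mM Tris acetate pH 7.5, 10mM Mg acetate, 0.01% Tween-20, 0.05% BSA; qHTS 6-point titration, ~60 µM downward; luminescence read.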
MBNL1-CUG inh – MBNL1-poly(CUG) RNA binding inhibition; TR-FRET MBNL1-His/biotin-(CUG)12 binding, 665/545 ratio; Potency, µM (doses to about 57.5 µM), without a hit: top-dose activity change, negative = inhibition, usual class: inhibitors; 280,000 compounds, 0.036% hits; AID 2675; active means well fitted inhibition curve with a large enough effect in the signal ratio, with a control signal flat, not every such curve was filed as active; inconclusive means small, poorly fitted or top-dose-only effect, or effect the other way, or a change in a side signal; inactive means no such curve, though single readings can be large or run the other way; the % refers to the signal ratio; further: on the % scale 0 is the no-effect control and ±100 the full control effect
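Ratiometric TR-FRET (665 over 545 nm, excitation 340 nm) tracks disruption of MBNL1-His/biotin-(CUG)12 complex after 60 min at room temperature, with compounds at 92 nM to 58 uM final.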
NPC1 promoter act – activators of NPC1 promoter; Huh7 NPC1 promoter luciferase reporter, 24 h; Potency, µM (highest dose often 9.22 µM), inactives show top-dose activation, hits mostly activators; 320,000 compounds, 2.4% hits; AID 485313;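 further: % of control where 0% means no effect; nearly all actives have a fitted effect of over 60% in size; reporter is driven by a mutant NPC1 promoter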
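Luciferase expression driven by the NPC1 promoter was measured in stably transfected Huh7 cells after a 24 h compound incubation, using a luciferase reagent and a luminescence read.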
p53 reactivator – mutant p53 re-activation in reporter cells; 320,000 compounds, 0.063% hits; AID 504706; Potency, µM (top dose mostly 92.2 µM), for the others: at the top dose activity change, positive = activation, hits mostly activators; H1299 p53-A138V BP100-luciferase reporter, luminescence, 24 h; further: % of control where 0% means no effect; nearly all actives have a fitted effect of over 45% in size
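p53-null H1299 cells stably carrying temperature-sensitive p53-A138V and a BP100-luciferase reporter were pinned with compounds (4-point, 1:5 series) and held 24 hrs at 37 deg C. Luminescence was read 10 min after detection reagent.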
Rab9 prom act – Rab9 promoter activation. Huh7 Rab9 promoter-luciferase reporter, luminescence, 24 h. Potency, µM (doses to about 9.22 µM), inactives show top-dose activation, negative = inhibition, actives largely listed as activators. 320,000 compounds, 2.8% hits. AID 485297; further: % of control where 0% means no effect; nearly all actives have a fitted effect of over 60% in size
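Cell-based reporter: Huh7 stable for Rab9 promoter-driven luciferase, plated in reduced-serum medium with 10% FBS at 1500 cells/well, compound-treated 24 h at 37 °C, luminescence read after 10 min reagent.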
BRCA1 expr act – BRCA1 expression activation | 380,000 compounds, 1.1% hits | MCF7-BRCA1-FFLuc reporter, luminescence, 48 h; response scale: scaled: vehicle 0%, 10 µM genistein 100% | Potency, µM (titrated, usually from 46.1 µM), for the others: top-dose activation, actives largely listed as activators; further: nearly all actives have a fitted effect of over 80% in size; some results filed as inactive show a strong effect at the top dose
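Luminescence from a BRCA1-driven firefly luciferase in MCF7 cells was the read-out, taken 15 min after substrate addition following 48 h compound exposure at 37 °C. Data were normalized to a 10 microM genistein control and DMSO vehicle.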
VP16 counter – counter-screen for ROR gamma inhibitors: Gal4-VP16 reporter | Potency, µM (highest dose often 53.6 µM), without a hit: top-dose activity, negative = inhibition, usual class: inhibitors | 310,000 compounds, 3.5% hits | Drosophila S2 Gal4-VP16 UAS-luciferase, luminescence, 20 h | AID 2546;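 further: Gal4-VP16 expression switched on by copper sulfate through the metallothionein promoter; on the % scale 0 is the no-effect control and ±100 the full control effect; nearly all actives have a fitted effect of over 50% in size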
uPA generation – inhibitors of cell surface uPA generation | Potency, µM (highest dose often 38.3 µM), for the others: at the top dose activity change, negative = inhibition, usual class: inhibitors | cell surface uPA generation assay, qHTS | AID 540303 | 330,000 compounds, 0.31% hits; active means well fitted inhibition curve with a large enough effect; inconclusive means small, poorly fitted or top-dose-only effect; inactive means no such curve, though single readings can be large or run the other way; tested in mouse RAW 264.7 cells; further: on the % scale 0 is the no-effect control and ±100 the full control effect; nearly all actives have a fitted effect of over 55% in size
An asterisk follows results filed as active; ? = inconclusive; · = no result given; [ ] = another dose, or the depositor's remark. Unless noted, the call rests on the fitted dose curve; in most records, active means well fitted curve in the direction sought with a large enough effect; inconclusive means small, poorly fitted or top-dose-only effect, or another doubt; inactive means no such curve, though single readings can be large; an effect the other way counts as inactive or inconclusive. Potency means the concentration at half of the fitted maximal effect. Rows are unselected, and some 13% of all compounds hit somewhere here.

Compound	RORgamma inh	ELG1 genotox	FLuc counter	MBNL1-CUG inh	NPC1 promoter act	p53 reactivator	Rab9 prom act	BRCA1 expr act	VP16 counter	uPA generation
CCOc1ccc(N(C(=O)CNC(=O)c2ccco2)C(C(=O)NC2CCCC2)c2cccnc2)cc1 (stereo not drawn)	-2%	2%	-2%	-7%	-1%	3%	-2%	-17%	10%	0%
CCOc1cc(NC(=S)Nc2cccc(C)c2)c(OCC)cc1NC(=O)CC(C)C	6.3µM*	-4%	2%	10%	0%	1%	-5%	-30%	20µM*	·
Brc1ccc(NCc2cccc3ccccc23)nc1	-4%	-4%	?	-1%	-17%	12%	6%	-9%[1.84 µM]	-7%	-3%
CCOc1ccc(OCC)c(NC(=O)CN2CCN(CC(=O)NC(C)C)CC2)c1	-19%	-5%	-4%	13%	9%	-4%	9%	-15%	-6%	7%
N#Cc1c(N)c(C(=O)c2ccccc2)n2c1CCCC2	-13%	-2%	5%	17%	-3%	-10%	-6%	12%	1%	·
O=C(NCCc1ccccc1C(F)(F)F)C1CCC(=O)N(CCCN2CCCC2=O)C1 (stereo not drawn)	-5%	6%	-1%	3%	1%	19%	-2%	-2%	10%	1%
CCOc1ccc(S(=O)(=O)N2CN(c3cccc(C(C)=O)c3)c3nc4ccccc4nc32)cc1	·	0%	·	·	·	-7%	·	-17%	·	3%
C[C@H](NC(=O)c1nc[nH]c1C(=O)NCCCCCN)C(=O)OC(C)(C)C	·	1%	0%	·	-6%	13%	0%	0%	·	-5%
CCOC(=O)C1C(=O)NC(N2CCN(c3ccccc3)CC2)=NC1c1ccco1 (stereo not drawn)	0%	3%	5%	-2%	-1%	-13%	-1%	-3%	6%	3%
CCOC(=O)C1=C(COC(=O)Cc2c(F)cccc2Cl)NC(=O)NC1C (stereo not drawn)	·	-2%	-3%	·	-2%	3%	-3%	-8%	·	-6%

Entries above printed as active in RORgamma inh:
SMILES	RORgamma inh	MBNL1-CUG inh	NPC1 promoter act	p53 reactivator	Rab9 prom act	uPA generation
CCOc1cc(NC(=S)Nc2cccc(C)c2)c(OCC)cc1NC(=O)CC(C)C	6.3µM*	10%	0%	1%	-5%	·

Whole records, quoted from the list:
`CCOc1ccc(S(=O)(=O)N2CN(c3cccc(C(C)=O)c3)c3nc4ccccc4nc32)cc1` in the list: RORgamma inh: ·; ELG1 genotox: 0%; FLuc counter: ·; MBNL1-CUG inh: ·; NPC1 promoter act: ·; p53 reactivator: -7%; Rab9 prom act: ·; BRCA1 expr act: -17%; VP16 counter: ·; uPA generation: 3%
`C[C@H](NC(=O)c1nc[nH]c1C(=O)NCCCCCN)C(=O)OC(C)(C)C` in the list: RORgamma inh: ·; ELG1 genotox: 1%; FLuc counter: 0%; MBNL1-CUG inh: ·; NPC1 promoter act: -6%; p53 reactivator: 13%; Rab9 prom act: 0%; BRCA1 expr act: 0%; VP16 counter: ·; uPA generation: -5%

The results go on:
Compound	RORgamma inh	ELG1 genotox	FLuc counter	MBNL1-CUG inh	NPC1 promoter act	p53 reactivator	Rab9 prom act	BRCA1 expr act	VP16 counter	uPA generation
O=C(N/N=C/c1cccc(Cl)c1)c1c(O)c2c([nH]c1=O)CCCC2	27%	?	?	-10%	2.8µM*	18%	2.5µM*	?	-3%	-1%
CC(C)(C)n1cc(S(=O)(=O)c2ccccc2)[nH]c1=O	-4%	5%	-2%	-22%	-3%	0%	17%	1%	-3%	-2%
Cc1cc(NS(=O)(=O)c2ccc(NC(=O)c3cc(-c4cccnc4)nc4ccc(Cl)cc34)cc2)no1	3%	-1%	-6%	2%	-2%	1%	-2%[1.84 µM]	15%	-12%	·
CCN(CC)CCN1C(=O)c2ccccc2NC1c1ccccc1F (stereo not drawn)	-1%	-2%	-7%	?	-3%	-3%	0%	4%	16%	-2%
CCc1nnc(NC(=O)CCC(=O)N2CCN(CCc3ccccc3)CC2)s1	-3%	0%	-2%	-3%	0%	0%	0%	-7%	-1%	-5%
CCOC(=O)c1c(C)[nH]c(=S)c(C#N)c1-c1ccccc1	13µM*	1%	3%	·	1%	0%	1%	-1%	18µM*	2%
O=C(COc1ccccc1)NS(=O)(=O)c1ccccc1	-14%	-5%	1%	-3%	-2%	-1%	-1%	-11%	4%	1%
CC(C)Cn1c(=O)c2ccccc2n2c(CCC(=O)NCC3CCCO3)nnc12 (stereo not drawn)	2%	1%	3%	-6%	1%	-10%	0%	5%	2%	2%
CC1/C(=C\c2ccc(Cl)cc2)C(=O)C2CC1C2(C)C (stereo not drawn)	44%	0%	-15%	-3%	-3%	2%	20%	-11%	-7%	3%
O=C(CN1C(=O)CCC1=O)Nc1nc(-c2cccs2)cs1	23%	-2%	0%	2%	2%	-1%	-12%	12%	-1%	3%
COc1cc(C(=O)Nc2cccc(S(=O)(=O)N3CCCC3)c2)c([N+](=O)[O-])cc1OC	·	-1%	3%	·	0%	-11%	-3%	-1%	·	2%
COc1ccc(-c2nc3ccc(C(=O)NCCCN4CCOCC4)cc3nc2-c2ccc(OC)cc2)cc1	?	-7%	10%	?	-1%	-1%	13%	-24%	?	14%
CN(Cc1nccs1)C(=O)CC1C(=O)NCCN1Cc1ccc(-c2ccccc2)cc1 (stereo not drawn)	-1%	-6%	-1%	-15%	2%	-7%	3%	-11%	-6%	2%
O=C(NCc1ccco1)c1cc(-c2ccccc2)nc2ccccc12	11%	-5%	?	13%	-2%	0%	-2%	6%	7%	-8%
NC(=O)C1CCN(C2CC(=O)N(Cc3cccs3)C2=O)CC1 (stereo not drawn)	4%	1%	6%	-1%	-4%	3%	5%	1%	1%	·
CCOC(=O)C1CCN(C(=O)c2cc3cc4ccc(C)cc4nc3o2)CC1	?	?	?	?	0.89µM*	?	0.45µM*	5%	-4%	-1%
C/C(=N\NC(=O)c1ccc([N+](=O)[O-])cc1)c1cc2ccccc2oc1=O	16µM*	4%	-1%	?	0%	?	-1%	-83%[inhibitor]	?	2%
COc1ccc(CCN(C)C(=O)c2ccc(S(=O)(=O)NCc3ccco3)cc2)cc1OC	?	2%	6%	·	2%	10%	-4%	-24%	-6%	-5%
CC(=O)Nc1ccc(Sc2ccccc2C(=O)N2CCCC2)cn1	0%	0%	-3%	-7%	7%	4%	18%	20%	-14%	5%
COc1ccc(/C=C2\C(=O)N(Cc3ccc(F)cc3)CC(=O)N2Cc2ccccc2)cc1	-36%	-4%	-2%	17%	-4%	-10%	3%	-38%	1%	4%

The list goes on:
Compound,RORgamma inh,ELG1 genotox,FLuc counter,MBNL1-CUG inh,NPC1 promoter act,p53 reactivator,Rab9 prom act,BRCA1 expr act,VP16 counter,uPA generation
O=C1C=Cc2ccccc2/C1=C/c1[nH]c(=O)[nH]c1O,6.3µM*,-4%,-14%,17%,2%,0%,-1%,-55%,?,0%
S=c1[nH]nc(-c2cc(-c3ccco3)[nH]n2)n1-c1ccccc1Cl,-32%,-1%,-18%,8%,-4%,25%,1%,-9%,-6%,-1%
Cc1cc(C)c2oc(-c3cccc(NC(=O)c4ccc(F)cc4)c3)nc2c1,-31%,2%,-14%,0%,0%,-1%,13%,-1%,9%,11%
Cc1c(N=C2NC(=O)C(CC(=O)Nc3ccc(Cl)cc3)S2)c(=O)n(-c2ccccc2)n1C (stereo not drawn),-23%,0%,3%,-4%,-2%,-6%,3%,-11%,-24%,-3%
C=CCOc1ccc(C2/C(=C(\O)c3ccc4c(c3)CC(C)O4)C(=O)C(=O)N2CCN2CCOCC2)cc1OCC (stereo not drawn),5%,-2%[9.26 µM],1%,13%,-3%,-6%,0%,-5%,-4%,-4%
CN(C(=O)c1ccncc1)C1CCS(=O)(=O)C1 (stereo not drawn),-3%,2%,-1%,-2%,-2%,3%,9%,5%,-6%,2%
Cc1ccc(S(=O)(=O)N2CC(C)N(S(C)(=O)=O)C2)cc1 (stereo not drawn),-19%,0%,2%,-2%,0%,0%,6%,-22%,1%,-3%
Cc1nn(CC(O)COc2ccc3c(c2)CCC3)c(C)c1C (stereo not drawn),7%,8%,-14%,-8%,-1%,-2%,3%,20%,8%,7%
CCOc1cccc(-c2nnc(SCC(=O)Nc3cc(OC)cc(OC)c3)n2N)c1,-24%,-1%,10%,-3%,3%,-2%,-9%,-3%,-18%,2%
O=C(CSc1nnnn1-c1ccc(F)cc1)Nc1ccc(N2CCOCC2)c(Cl)c1,29%,-3%,2%,10%,1%,6%,6%,-14%,-1%,·
CC(C)(C)[C@H]1C=C(C(=O)N2CCN(Cc3ccccc3)CC2)O[C@@H](OCCCCO)C1,27%,-3%,2%,7%,0%,-1%,0%,-18%,-2%,3%
